BRCT inh green: qHTS Assay for Inhibitors of BRCT-Phosphoprotein Interaction (Green Fluorophore); Breast cancer type 1 susceptibility protein (Homo sapiens), P38398; BRCA1 BRCT-phosphopeptide binding, green fluorescence polarization; Potency, µM (highest dose often 76.9 µM), inactives show at the top dose activity change, negative = inhibition, hits mostly inhibitors; 0.05% of 75,000 active;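 also: potency is read from the fitted curve at half-maximal effect; plate controls were peptide without protein for full effect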
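Fluorescence polarization: His-tagged BRCT (~35 kDa BRCA1 C-terminus, 250 nM) bound to 100 nM fluorescein-labeled phosphorylated 10-aa BACH1 peptide, pH 7.3 phosphate buffer with DTT and Tween 20. Compounds incubated 12 min at room temperature; inhibition read as lowered polarization.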
Texas Red fluor: qHTS Assay for Spectroscopic Profiling in Texas Red Spectral Region; Compound fluorescence, Texas Red channel, 547/618 nm; hits give high values; max dye-equivalent concentration, M; 0.06% of 59,000 active; AID 587, 2007; in the data active = max dye-equivalent concentration above about 10 nM; inconclusive = between about 1.1 nM and that limit
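Dye-equivalent concentrations come from scaling compound signal (ex 547, em 618 nm) to six Texas Red standard concentrations run on every plate, after 15 min room-temperature incubation in pH 8.0 Tris (100 mM).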
Caspase-7 inhib: qHTS Assay for Allosteric/Competitive Inhibitors of Caspase-7; AID 889, 2007; recombinant caspase-7, Ac-DEVD-AFC fluorescence rate; P55210; 0.02% of 75,000 active; Potency, µM (titrated, usually from 57.5 µM), for the others: at the top dose activity change, negative = inhibition, usual class: inhibitors; active = well fitted inhibition curve with a large enough effect in the main read-out, with a control signal flat, not every such curve was filed as active; inconclusive = small, poorly fitted or top-dose-only effect, or a change in a side signal; also: potency is read from the fitted curve at half-maximal effect; % of control where 0% means no effect
Rhodamine autofl: qHTS Assay for Spectroscopic Profiling in Rhodamine Spectral Region. Rhodamine-region fluorescence, 547/598 nm, Tris buffer; hits give high values. 0.05% of 59,000 active. AID 594, 2007. max dye-equivalent concentration, M; in the data active = max dye-equivalent concentration above about 11 nM; inconclusive = between about 1.1 nM and that limit
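Compounds in 100 mM Tris buffer, pH 8.0, were incubated 15 min at room temperature, then read at 547 nm excitation and 598 nm emission. Fluorescence was normalized against a per-plate six-point rhodamine standard curve as dye-equivalent concentration.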
HEK293 cAMP cs: qHTS Assay for Agonists of the Thyroid Stimulating Hormone Receptor: Activators of Intracellular cAMP Concentrations in Parental HEK 293; parental HEK293 CNG cAMP sensor, membrane potential fluorescence; Potency, µM (top dose mostly 57.1 µM), without a hit: top-dose activation, actives largely listed as activators; 2.5% of 73,000 active; AID 938, 2007; also: potency is read from the fitted curve at half-maximal effect; % of control where 0% means no effect; nearly all actives have a fitted effect of over 55% in size
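Counterscreen for endogenous-receptor signalling: CNG-channel HEK 293 cells report cAMP rise by membrane depolarization. After 60 min dye equilibration with 100 uM RO 20-1724, compounds incubated 30 min before bottom-read fluorescence at 590 nm.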
Caspase-1 inhib: qHTS Assay for Allosteric/Competitive Inhibitors of Caspase-1; P29466; Caspase-1 enzyme, Ac-WEHD-AFC fluorogenic rate; Potency, µM (highest dose often 57.5 µM), inactives show at the highest dose activity change, negative = inhibition, usual class: inhibitors; 0.03% of 75,000 active; AID 900, 2007;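 also: potency is read from the fitted curve at half-maximal effect; plate controls were vehicle for no effect and no substrate for full effect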
A350 autofl: qHTS Assay for Spectroscopic Profiling in A350 Spectral Region | Compound autofluorescence, 340/450 nm, Alexa 350 dye-equivalents; hits give high values | max dye-equivalent concentration, M | 11% of 59,000 active; in the data active = max dye-equivalent concentration above about 10 nM; inconclusive = mostly about 1.1 nM to 9.6 nM
4MU fluor: qHTS Assay for Spectroscopic Profiling in 4-MU Spectral Region | 11% of 59,000 active | AID 589, 2007 | compound autofluorescence, 340/450 nm, 4-MU equivalents; hits give high values | max dye-equivalent concentration, M; in the data active = max dye-equivalent concentration above about 10 nM; inconclusive = mostly about 1.1 nM to 9.6 nM
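Compounds in 100 mM Tris, pH 8.0, incubated 15 min at room temperature, then fluorescence read at 340 nm excitation/450 nm emission. Signal converted to 4-MU dye-equivalent concentration using an on-plate six-point 4-MU standard curve.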
BRCT inh red: qHTS Assay for Inhibitors of BRCT-Phosphoprotein Interaction (Red Fluorophore); Breast cancer type 1 susceptibility protein (Homo sapiens), P38398; BRCT-phosphopeptide binding, red fluorescence polarization; Potency, µM (series often up to 76.9 µM), without a hit: top-dose activity change, negative = inhibition, most hits filed as inhibitors; 0.03% of 75,000 active; also: % is scaled to controls: 0 for no effect and ±100 for the full control effect
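Fluorescence polarization: 100 nM His-tagged BRCA1 BRCT with 100 nM TAMRA-labelled phospho-BACH1 decapeptide, phosphate buffer pH 7.3 with 150 mM NaCl, DTT, 0.01% Tween 20; 12 min RT. Binding inhibition seen as FP decrease.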
USP2a inhib: qHTS Assay for Inhibitors of Ubiquitin-specific Protease USP2a; 0.1% of 60,000 active; Potency, µM (doses to about 38.3 µM), without a hit: at the highest dose activity change, negative = inhibition, hits mostly inhibitors; AID 927, 2007; USP2a enzymatic assay, qHTS inhibition; Ubiquitin carboxyl-terminal hydrolase 2 (Homo sapiens), O75604;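 also: potency is read from the fitted curve at half-maximal effect; nearly all actives have a fitted effect of over 60% in size; plate controls were DMSO for no effect and NEM full inhibition control for full effect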
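Coupled readout: USP2-cleaved Ub-PLA2 (20nM final) turns over NBD C6-HPC (20uM final), Ex 460nm/Em 535nm after 2.5 h, time-zero read flagging artifacts. Enzyme (20nM final, pH 8.0 Tris) given 30 min RT with compound first; NEM defines full inhibition.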
Fluorescein fluor: qHTS Assay for Spectroscopic Profiling in Fluorescein Spectral Region; max fluorescein-equivalent concentration, M; Compound autofluorescence, 480/540 nm, fluorescein-equivalent; hits give high values; 0.91% of 59,000 active; in the data active = max fluorescein-equivalent concentration above about 10 nM; inconclusive = between about 1.1 nM and that limit
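In this qHTS profile, compound fluorescence was measured with a 480 nm/540 nm filter pair following a 15-min room-temperature incubation in 100 mM Tris (pH 8.0). A six-point fluorescein series on each plate served for normalization.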
Active calls of the source: *; i = inactive; ? = inconclusive; / = not tested or not shown; [ ] = another dose, or the depositor's remark. Unless noted, calls follow the shape of the dose curve; as a rule, active = well fitted curve in the direction sought with a large enough effect; inconclusive = small, poorly fitted or top-dose-only effect, or another doubt; inactive = no such curve, though single readings can be large; an effect the other way counts as inactive or inconclusive. The list is partial (hit frequency here may not be typical).

The first eight entries, ahead of the listing:
Labels used below: A = BRCT inh green; B = Texas Red fluor; C = Caspase-7 inhib; D = Rhodamine autofl; E = HEK293 cAMP cs; F = Caspase-1 inhib; G = A350 autofl; H = 4MU fluor; I = BRCT inh red; J = USP2a inhib; K = Fluorescein fluor
C[C@@H](C[C@H](N)C(=O)O)C(=O)O
  A: -1.4%[15.4 µM] | B: i | C: 2%[11.5 µM] | D: i | E: 8%[11.4 µM] | F: -4%[11.5 µM] | G: i | H: i | I: -0.5%[15.4 µM] | J: / | K: i

COc1ccc2cc(CN(CCc3ccccc3)Cc3nnnn3Cc3ccco3)c(=O)[nH]c2c1
  A: 8.6% | B: ? | C: -11% | D: i | E: ? | F: ? | G: ? | H: ? | I: -0.7% | J: / | K: i

CC(C)NC(=O)CCCc1ccccc1
  A: -1.9% | B: / | C: -1% | D: / | E: 8% | F: 0% | G: / | H: / | I: -0.1% | J: -10% | K: /

Cn1c(CO)nc2cc(N)ccc21
  A: -0.4% | B: / | C: 0% | D: / | E: -3% | F: 1% | G: / | H: / | I: 0.5% | J: / | K: /

CCCCNC(=O)C1C2C=CC3(CN(Cc4ccccc4Cl)C(=O)C13)O2 (stereo unspecified)
  A: -0.8% | B: i | C: 0% | D: i | E: 18% | F: 1% | G: i | H: i | I: -0.2% | J: -22% | K: ?

COc1ccc(C2CCN(Cc3cccnc3)CC2O)cc1 (stereo unspecified)
  A: -1.3% | B: i | C: -2% | D: i | E: -1% | F: -2% | G: ? | H: ? | I: 0.1% | J: 7% | K: i

Cc1ccc(Cc2nc(-c3cccc(C)c3)no2)cc1
  A: -2.1% | B: i | C: -2% | D: i | E: ? | F: -1% | G: i | H: i | I: -0.5% | J: -19% | K: ?

Cc1c(-n2c(CN3C(=O)c4ccccc4C3=O)nc3ccccc3c2=O)c(=O)n(-c2ccccc2)n1C
  A: -2.6% | B: / | C: -1% | D: / | E: 4% | F: 0% | G: / | H: / | I: -0.9% | J: 11% | K: /

The whole of this part (from the top)
Labels used below: A = BRCT inh green; B = Texas Red fluor; C = Caspase-7 inhib; D = Rhodamine autofl; E = HEK293 cAMP cs; F = Caspase-1 inhib; G = A350 autofl; H = 4MU fluor; I = BRCT inh red; J = USP2a inhib; K = Fluorescein fluor
C[C@@H](C[C@H](N)C(=O)O)C(=O)O
  A: -1.4%[15.4 µM] | B: i | C: 2%[11.5 µM] | D: i | E: 8%[11.4 µM] | F: -4%[11.5 µM] | G: i | H: i | I: -0.5%[15.4 µM] | J: / | K: i

COc1ccc2cc(CN(CCc3ccccc3)Cc3nnnn3Cc3ccco3)c(=O)[nH]c2c1
  A: 8.6% | B: ? | C: -11% | D: i | E: ? | F: ? | G: ? | H: ? | I: -0.7% | J: / | K: i

CC(C)NC(=O)CCCc1ccccc1
  A: -1.9% | B: / | C: -1% | D: / | E: 8% | F: 0% | G: / | H: / | I: -0.1% | J: -10% | K: /

Cn1c(CO)nc2cc(N)ccc21
  A: -0.4% | B: / | C: 0% | D: / | E: -3% | F: 1% | G: / | H: / | I: 0.5% | J: / | K: /

CCCCNC(=O)C1C2C=CC3(CN(Cc4ccccc4Cl)C(=O)C13)O2 (stereo unspecified)
  A: -0.8% | B: i | C: 0% | D: i | E: 18% | F: 1% | G: i | H: i | I: -0.2% | J: -22% | K: ?

COc1ccc(C2CCN(Cc3cccnc3)CC2O)cc1 (stereo unspecified)
  A: -1.3% | B: i | C: -2% | D: i | E: -1% | F: -2% | G: ? | H: ? | I: 0.1% | J: 7% | K: i

Cc1ccc(Cc2nc(-c3cccc(C)c3)no2)cc1
  A: -2.1% | B: i | C: -2% | D: i | E: ? | F: -1% | G: i | H: i | I: -0.5% | J: -19% | K: ?

Cc1c(-n2c(CN3C(=O)c4ccccc4C3=O)nc3ccccc3c2=O)c(=O)n(-c2ccccc2)n1C
  A: -2.6% | B: / | C: -1% | D: / | E: 4% | F: 0% | G: / | H: / | I: -0.9% | J: 11% | K: /

c1ccc(-c2cc(-c3cc(-c4ccccn4)[nH]n3)n[nH]2)nc1
  A: 0.4%[15.4 µM] | B: ? | C: -4%[11.5 µM] | D: i | E: -6%[11.4 µM] | F: 0%[11.5 µM] | G: i | H: i | I: 0.4%[15.4 µM] | J: / | K: i

O=C(CCc1ccccc1)NCCCN1CCOCC1
  A: -1.3% | B: i | C: -1% | D: i | E: 5% | F: -1% | G: i | H: i | I: -0.8% | J: -1% | K: i

CCCC1=C(C(=O)OCC)C(c2ccc(F)cc2)n2ncnc2N1 (stereo unspecified)
  A: 0.3% | B: i | C: 1% | D: i | E: 7% | F: -1% | G: ? | H: i | I: 0.1% | J: -5% | K: i

CN(C)C(=O)c1ccc(-c2ccc3ncnc(N4CCC(C(=O)O)CC4)c3c2)cc1
  A: -2.2% | B: i | C: -3% | D: i | E: 3% | F: -3% | G: i | H: i | I: 0.7% | J: 10% | K: ?

COc1ccc(-c2noc(CN(C)S(=O)(=O)c3ccc(Cl)cc3)n2)cc1OC
  A: 1.5% | B: i | C: -3% | D: i | E: ? | F: -4% | G: i | H: i | I: 0.5% | J: 16% | K: i

COc1ccc(S(=O)(=O)Cc2ccc(C(=O)NCc3ccc(F)cc3)o2)cc1
  A: -2.3% | B: / | C: 0% | D: / | E: 16% | F: 1% | G: / | H: / | I: 0.8% | J: / | K: /

CN(C)c1ccc(/C=c2\sc3n(c2=O)CCCN=3)cc1
  A: 28% | B: i | C: ? | D: i | E: -7% | F: ? | G: i | H: i | I: 0.0% | J: 9% | K: 1.5e-08M*

CC(C)(C)C1=Nn2c(nnc2-c2ccccn2)SC1
  A: / | B: i | C: / | D: i | E: / | F: / | G: i | H: i | I: / | J: / | K: ?

COc1ccccc1NC(=O)c1ccc(NS(C)(=O)=O)cc1
  A: -0.4% | B: i | C: 0% | D: i | E: 0% | F: -2% | G: i | H: i | I: -0.2% | J: -9% | K: ?

CCC(C)[C@H](NC(=O)NCCCN1CCOCC1)C(=O)OC (stereo partly specified)
  A: -5.6% | B: i | C: 0% | D: i | E: 1% | F: -2% | G: ? | H: i | I: -2.3% | J: -4% | K: i

CCNC(=O)COn1c(SCC(=O)NCC)nc2ccccc2c1=O
  A: / | B: i | C: / | D: i | E: / | F: / | G: i | H: i | I: / | J: / | K: ?

Cc1cc(C)nc(SCc2n[nH]c(=S)n2C)n1
  A: -1.7% | B: i | C: 1% | D: i | E: 3% | F: -1% | G: i | H: i | I: -1.8% | J: 1% | K: ?

COc1ccccc1N(CN1CCCC1=O)C(=O)c1c(F)cccc1Cl
  A: 0.4% | B: i | C: 0% | D: i | E: 7% | F: 0% | G: i | H: i | I: -0.8% | J: -10% | K: ?

Nc1nnc(SCc2ccc3c(c2)OCO3)s1
  A: -1.0% | B: i | C: 0% | D: i | E: 6% | F: 1% | G: i | H: i | I: -0.2% | J: -2% | K: i

Cc1cc(C)n(-c2ccc(C(=O)C(C#N)c3nc4ccccc4n3C)cc2)n1 (stereo unspecified)
  A: -1.2% | B: i | C: -3% | D: i | E: 11% | F: -3% | G: 1.3e-08M* | H: 1.3e-08M* | I: 0.6% | J: 5% | K: i

CCOc1ccc(NC2=NCC(=O)N2CCc2ccccc2)cc1
  A: 0.4% | B: ? | C: 1% | D: i | E: -6% | F: 0% | G: i | H: i | I: -0.1% | J: 0% | K: ?

CCOC(=O)C1=C(c2ccccc2)Nc2ncnn2C1c1cccc(OC)c1OC (stereo unspecified)
  A: 0.5% | B: i | C: -1% | D: i | E: 2% | F: 1% | G: i | H: i | I: -0.8% | J: 5% | K: i
